NPC1 prom act = activators of NPC1 promoter | Potency, µM (highest dose often 9.22 µM), without a hit: at the top dose activation, most hits filed as activators | actives 2.4% (n = 320,000) | Huh7 NPC1 promoter luciferase reporter, 24 h;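 also: potency is read from the fitted curve at half-maximal effect; % of control where 0% means no effect; nearly all actives have a fitted effect of over 60% in size; reporter is driven by a mutant NPC1 promoter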
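In 1536-well qHTS, Huh7 cells harboring an NPC1 promoter–luciferase construct received compound for 24 h; activation was quantified by luminescence following luciferase reagent addition.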
Rab9 prom act = Rab9 promoter activation. Huh7 Rab9 promoter-luciferase reporter, luminescence, 24 h. Potency, µM (highest dose often 9.22 µM), without a hit: at the highest dose activation, negative = inhibition, usual class: activators. actives 2.8% (n = 320,000); also: potency is read from the fitted curve at half-maximal effect; % of control where 0% means no effect; nearly all actives have a fitted effect of over 60% in size
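Huh7 reporter line, Rab9 promoter upstream of luciferase. Compound exposure 24 h at 37 °C in reduced-serum medium with 10% FBS. Read-out: luminescence.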
TRPV1 agonist = activates the human vanilloid receptor TRPV1. TRPV1-expressing cells, Fluo-8 calcium influx, agonist mode. activation, % at 8.33 µM. actives 0.19% (n = 320,000); in the data active = activation above about 80%; inconclusive = between about 30% and that limit; also: 0% is about no effect
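Cells expressing TRPV1 were dye-loaded with Fluo-8 and read kinetically: 10 s baseline, 3 min after compound (agonist portion), then 2 min after EC20 capsaicin (allosteric enhancer portion). Calcium-bound dye fluorescence at 480/520 nm.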
Gal4-VP16 FLuc = inhibits Gal4-VP16 luciferase reporter, ROR gamma counter-screen; Drosophila S2 Gal4-VP16 UAS-luciferase, luminescence, 20 h; Potency, µM (series often up to 53.6 µM), without a hit: at the highest dose activity, negative = inhibition, actives largely listed as inhibitors; actives 3.5% (n = 310,000); AID 2546;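 also: Gal4-VP16 expression switched on by copper sulfate through the metallothionein promoter; potency is read from the fitted curve at half-maximal effect; % is scaled to controls: 0 for no effect and ±100 for the full control effect; nearly all actives have a fitted effect of over 50% in size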
FLuc modulator = counter-screen for miR-21 project: firefly luciferase inhibitors or activators; purified FLuc, Km substrates, luminescence inhibition; Potency, µM (top dose mostly 57.5 µM), for the others: at the top dose activity change, negative = inhibition, hits mostly inhibitors; AID 588342; actives 6.9% (n = 360,000); P08659;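 also: potency is read from the fitted curve at half-maximal effect; plate controls were vehicle for no effect and reference inhibitor for full effect; nearly all actives have a fitted effect of over 55% in size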
Target sequence (P08659 whole entry, looked up): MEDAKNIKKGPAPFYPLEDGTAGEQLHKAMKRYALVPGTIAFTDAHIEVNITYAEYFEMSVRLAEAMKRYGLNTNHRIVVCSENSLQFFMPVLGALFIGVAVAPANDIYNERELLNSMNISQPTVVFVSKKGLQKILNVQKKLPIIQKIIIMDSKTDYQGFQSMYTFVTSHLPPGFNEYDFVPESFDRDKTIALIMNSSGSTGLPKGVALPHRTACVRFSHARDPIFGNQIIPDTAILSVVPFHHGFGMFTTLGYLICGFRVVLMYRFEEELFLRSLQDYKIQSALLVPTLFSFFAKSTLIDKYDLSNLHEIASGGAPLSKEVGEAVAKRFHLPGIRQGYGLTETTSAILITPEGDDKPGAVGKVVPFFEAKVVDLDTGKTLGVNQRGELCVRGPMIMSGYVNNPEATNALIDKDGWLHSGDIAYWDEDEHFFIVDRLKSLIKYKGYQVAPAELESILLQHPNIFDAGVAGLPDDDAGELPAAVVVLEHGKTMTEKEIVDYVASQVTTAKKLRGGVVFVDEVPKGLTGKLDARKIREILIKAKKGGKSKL
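Biochemical qHTS of compounds, final roughly 60 µM downward over six points, against 10 nM purified firefly luciferase using Km concentrations of substrates (10 uM D-luciferin, 10 uM ATP) in Tris acetate pH 7.5 buffer; luminescence output.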
ELG1 DNA repair = inhibitors of ELG1-dependent DNA repair in HEK293T cells; AID 504467; HEK293T ELG1-luciferase reporter, luminescence, 16 h; DNA damage induced by 5-fluorouridine; actives 2.3% (n = 330,000); Potency, µM (highest dose often 46.1 µM), for inactives: top-dose activity change, negative = inhibition, most hits filed as inhibitors; also: potency is read from the fitted curve at half-maximal effect; % is scaled to controls: 0 for no effect and ±100 for the full control effect; nearly all actives have a fitted effect of over 55% in size
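Cells (2,000 per well) received 5-fluorouridine plus test compound or DMSO and were incubated 16 hr at 37 °C, 5% CO2. Luciferase activity was read by luminescence 30 min after ONE-Glo addition; signal suppression marked inhibition of damage-induced ELG1 function.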
RORgamma inh = ROR gamma (mouse) transcription inhibition; P51450; Drosophila S2 Gal4-RORgamma UAS-luciferase reporter, 20 h; Potency, µM (titrated, usually from 53.6 µM), for the others: at the highest dose activity change, negative = inhibition, most hits filed as inhibitors; actives 5.4% (n = 310,000); AID 2551; also: potency is read from the fitted curve at half-maximal effect; % is scaled to controls: 0 for no effect and ±100 for the full control effect; nearly all actives have a fitted effect of over 60% in size
Target sequence (P51450 whole entry, looked up, the tested form may be a part): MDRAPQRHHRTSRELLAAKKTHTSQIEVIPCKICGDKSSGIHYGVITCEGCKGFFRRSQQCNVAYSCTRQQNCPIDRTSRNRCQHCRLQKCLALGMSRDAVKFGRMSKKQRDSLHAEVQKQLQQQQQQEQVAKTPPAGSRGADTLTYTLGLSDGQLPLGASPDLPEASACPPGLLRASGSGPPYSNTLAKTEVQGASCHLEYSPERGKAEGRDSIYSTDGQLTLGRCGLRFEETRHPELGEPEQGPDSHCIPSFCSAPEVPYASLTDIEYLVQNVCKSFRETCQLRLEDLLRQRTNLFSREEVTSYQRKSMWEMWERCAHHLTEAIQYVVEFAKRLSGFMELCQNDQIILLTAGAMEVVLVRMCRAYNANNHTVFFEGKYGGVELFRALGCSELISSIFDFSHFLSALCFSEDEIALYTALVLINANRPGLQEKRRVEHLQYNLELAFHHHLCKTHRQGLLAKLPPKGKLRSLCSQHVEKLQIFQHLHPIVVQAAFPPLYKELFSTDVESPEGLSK
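Using a luciferase readout, inhibitors were identified by reduced reporter activity in Drosophila cells coexpressing a copper-inducible Gal4–ROR gamma fusion and UAS-driven Photinus luciferase, incubated 20 hr after 700 uM copper sulfate.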
Tb PFK inh = T. brucei PFK enzyme inhibition. O15648. T. brucei PFK, ADP-Glo luminescence. Potency, µM (titrated, usually from 57.5 µM), without a hit: at the highest dose activity, negative = inhibition, hits mostly inhibitors. actives 0.17% (n = 330,000). AID 485367;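 also: potency is read from the fitted curve at half-maximal effect; 0% = uninhibited 1x PFK enzyme wells and -100% = no-enzyme wells; nearly all actives have a fitted effect of over 60% in size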
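Activity is normalized to no-enzyme wells (full inhibition) and 1.25 nM enzyme wells (no inhibition). Reaction: 0.5 mM F6P, 0.1 mM ATP, 45 min RT, ADP-Glo luminescence; concentration-response curves fitted and classed by quality.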
ELG1 genotox = induces genotoxicity in HEK293T cells with luciferase-tagged ELG1; HEK293T ELG1-luciferase reporter, luminescence, 16 h; Potency, µM (titrated, usually from 46 µM), without a hit: at the top dose activity change, positive = activation, usual class: activators; actives 1.3% (n = 330,000); AID 504466; also: potency is read from the fitted curve at half-maximal effect; % of control where 0% means no effect; nearly all actives have a fitted effect of over 60% in size
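HEK293T cells expressing luciferase-tagged ELG1 were treated with compound or DMSO for 16 hr at 37°C. Luciferase activity was then read after 30 min with ONE-Glo at room temperature; rising signal flags genetic stress.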
p53 reactivation = re-activators of mutant p53. actives 0.063% (n = 320,000). AID 504706. Potency, µM (doses to about 92.2 µM), for inactives: top-dose activity change, positive = activation, actives largely listed as activators. H1299 p53-A138V BP100-luciferase reporter, luminescence, 24 h; also: potency is read from the fitted curve at half-maximal effect; % of control where 0% means no effect; nearly all actives have a fitted effect of over 45% in size
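p53-null H1299 cells stably carrying temperature-sensitive p53-A138V and a BP100-luciferase reporter were pinned with compounds (4-point, 1:5 series) and held 24 hrs at 37 deg C. Luminescence was read 10 min after detection reagent.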
BRCA1 expr up = increases BRCA1 expression. MCF7-BRCA1-FFLuc reporter, luminescence, 48 h; response scale: scaled: vehicle 0%, 10 µM genistein 100%. Potency, µM (titrated, usually from 46.1 µM), without a hit: at the top dose activation, actives largely listed as activators. actives 1.1% (n = 380,000). AID 624202; also: potency is read from the fitted curve at half-maximal effect; nearly all actives have a fitted effect of over 80% in size; some results filed as inactive show a strong effect at the top dose
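Luminescence from a BRCA1-driven firefly luciferase in MCF7 cells was read after 48 h compound exposure at 37 C. Data normalized against DMSO and a 10microM genistein activation control, then curve-fitted across the titration.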
Active calls of the source: *; ? = inconclusive; · = no result given; & = joins results of further samples; [ ] = dose if it differs, or a comment. Unless noted, calls follow the shape of the dose curve; as a rule, active = well fitted curve in the direction sought with a large enough effect; inconclusive = small, poorly fitted or top-dose-only effect, or another doubt; inactive = no such curve, though single readings can be large; an effect the other way counts as inactive or inconclusive.

molecule	Rab9 prom act	RORgamma inh	p53 reactivation	TRPV1 agonist	BRCA1 expr up	Gal4-VP16 FLuc	ELG1 genotox	ELG1 DNA repair	Tb PFK inh	NPC1 prom act	FLuc modulator
Cn1ncc(Cl)c1C(=O)N1CCCc2ccccc21	-1.7%	5.9%	-1.3%	0.0	5.9%	13.3%	-0.1%	1.5%	-5.6%	-1.0%	2.7%
CCCCc1c(C)nc2ccc(C(=O)OCC)cc2c1Cl	16.5%	3.7%	-4.5%	0.7	10.3%	7.1%	-4.2%	?	10.0%	14.2%	-3.6%
O=c1[nH]n2cc(-n3cc([N+](=O)[O-])cn3)cnc2c1Br	-1.1%	10.2%	2.9%	1.1	-24.1%	-0.8%	-1.2%	-2.6%	-0.1%	-3.6%	-6.0%
C=CC[C@H](CC(=O)N[C@H](CO)Cc1ccccc1)C(=O)N[C@H](COC(=O)[C@H](CC=C)CC(=O)OC(C)(C)C)Cc1c[nH]c2ccccc12	·	·	8.3%	·	0.0%	·	-2.5%	-16.3%	-1.6%	·	·
CCOc1ccc(-n2c(-c3ccccc3)c[nH]c2=S)cc1	-3.6%	2µM*	1.5%	-0.9	1.1%	5.62µM*	1.3%	-0.8%	-11.4%	-3.8%	-2.5%
O=C(O)CCn1c(-c2ccccn2)nc2ccccc21	15.1%	-28.2%	26.0%	0.1	13.8%	-6.0%	4.3%	29.8%	0.3%	12.4%	?
CC(C)C(NS(=O)(=O)c1ccc2c(c1)oc(=O)n2C)C(=O)N1CCN(c2ccccc2F)CC1 (configuration not stated)	-2.0%	-1.1%	1.5%	3.6	0.0%	0.7%	-0.6%	-4.4%	3.3%	-2.9%	0.9%
Cc1nc2nc(C)c(CCC(=O)NC3CCCCC3)c(C)n2n1	-5.9%	0.3%	1.0%	-2.6	2.1%	-1.8%	1.0%	7.4%	-2.6%	-5.1%	0.9%
O=C1Nc2ccccc2C(=O)C1(Cl)Cc1ccccc1 (configuration not stated)	6.7%	-12.3%	-1.9%	·	-22.7%	?	0.4%	2.7%	?	-3.7%	?
CCc1nc(SCC(=O)Nc2cccc(C(F)(F)F)c2)c2c(=O)n(C)c(=O)n(C)c2n1	-3.6%	-29.3%	1.1%	5.6	-25.8%	-14.7%	-0.4%	?	0.1%	-0.3%	-0.2%
COCCn1c(SCC(=O)Nc2ccc(C)cc2C)nc2c(oc3ccccc32)c1=O	-0.5%	11.4%	1.4%	-5.4	-14.6%	-1.5%	2.8%	10.9%	0.0%	9.3%	-2.8%
COc1nc(N(C)C)nc(-n2nnc(C(C)=O)c2C)n1	2.7%	3.1%	26.6%	1.3	0.4%	0.0%	-1.0%	-2.9%	0.5%	-4.4%	0.2%
Cc1ccccc1OC1=NS(=O)(=O)c2ccccc21	-15.2%	-14.5%	0.9%	2.1	0.0%	-5.2%	4.2%	?	-1.6%	-5.3%	-11.7%
COc1ccc(NC(=O)N(C)C[C@H]2Oc3ccc(NC(=O)Nc4c(C)noc4C)cc3C(=O)N([C@H](C)CO)C[C@@H]2C)cc1	·	·	4.4%	·	-3.8%	·	6.1%	14.1%	0.6%	·	·
Cc1cc(C)cc(-n2nnc(C(=O)NCc3ccc(Cl)cc3)c2N)c1	2.0%	?	13.2%	-2.8	-7.3%	-5.4%	-1.1%	-17.5%	?	-9.0%	0.8%
Cn1c(SCC(=O)NNC(=O)c2ccccc2)nnc1C(F)(F)F	-2.8%	·	?	0.2	42.3%	·	2.4%	19.1%	-1.6%	-3.5%	-2.4%
Cc1ccc(C)c2sc(NC(=O)CN3C(=O)CCC3=O)nc12	-2.1%	-1.6%	-2.0%	-2.5	-0.1%	-13.7%	0.1%	-12.4%	-5.1%	6.9%	-1.6%
COc1cccc(CC2(CO)CCN(S(=O)(=O)c3ccc(OC)cc3OC)CC2)c1	2.3%	38.9%	-8.1%	0.2	-29.1%	-0.9%	-4.7%	?	4.3%	0.8%	-1.9%
CC(=O)NC1=NN(C(C)=O)C2(S1)C(=O)N(C(C)=O)c1ccc(C)cc12 (configuration not stated)	-5.3%	-16.3%	-3.4%	-1.4	-2.8%	-4.5%[10 µM]	0.2%	2.8%	-2.5%	0.5%	-0.7%
Cc1cccc(C)c1NC(=O)C1CSC2(C)CCC(=O)N12 (configuration not stated)	-2.8%	·	-1.8%	1.2	-32.6%	·	4.3%	9.9%	9.1%	1.4%	-0.8%
Cc1nc2ccc(NS(=O)(=O)c3ccc(Br)cc3)cc2s1	1.4%	·	5.5%	0.6	-1.8%	·	-3.6%	-0.4%	12.4%	0.5%	0.4%
CC(OC(=O)CCN=C1NS(=O)(=O)c2ccccc21)C(=O)NCc1ccccc1 (configuration not stated)	2.6%	·	4.3%	-5.2	16.0%	·	?	5.8%	0.0%	-5.3%	-1.4%
COc1ccc(C(=O)Nc2ccc(N3CCN(Cc4ccccc4)CC3)cc2)cc1	-9.8%	-22.0%	8.9%	4.0	12.2%	-9.0%[10 µM]	5.0%	18.0%	-1.1%	-10.0%	0.1%
CCNc1cc(S(=O)(=O)C(F)(F)F)ccc1N	-1.3%	?	3.6%	13.7	-13.0%	?	-0.9%	-9.7%	0.1%	1.9%	-0.9%
CCc1nnc(NC(=O)c2ccc(-c3cccc(C(F)(F)F)c3)o2)s1	-5.9%	-41.7%	-5.9%	0.1	-23.1%	-5.1%	-6.8%	7.1%	24.8%	-8.2%	2.5%
Cc1cc(NC(=O)CCN2CCN(C)CC2)ccc1Br	-0.3%	17.0%	·	0.0	8.5%	-1.3%	5.0%	-13.3%	-0.2%	-5.1%	-0.4%
Cc1ccc(S(=O)(=O)NCC(=O)N2CCCC2C(=O)O)cc1 (configuration not stated)	-2.5%	-15.1%	-4.5%	-4.3	6.1%	0.9%	-0.2%	9.8%	2.6%	-1.8%	2.1%
COc1cccc(NC(=O)CN2CCSc3ccccc32)c1	0.7%	19.5%	-0.3%	-2.3	-2.7%	7.5%	-3.3%	15.2%	1.5%	-2.3%	-13.4%
Cc1ccc(NC(=O)CN2CCN(C)CC2)cc1S(=O)(=O)N1CCOCC1	-5.2%	·	-0.7%	-2.0	14.3%	·	1.1%	7.7%	-8.5%	0.1%	5.0%
CCN(c1ccc(OC)cc1)S(=O)(=O)c1nnc(NC(=O)c2ccccc2Cl)s1	-4.4%	20.1%	3.7%	1.2	11.5%	-6.7%	-2.3%	2.0%	5.9%	-1.5%	0.8%&6.4%
CCc1nnc(SCC(=O)Nc2ccc(NC(C)=O)cc2)n1-n1cccc1	0.8%	·	-2.7%	-6.4	-15.7%	·	-1.4%	?	-2.5%	-1.0%	9.6%
COc1cccc(C(=O)C2=NN(C(C)=O)CC2c2ccco2)c1 (configuration not stated)	-4.1%	0.1%	-0.9%	5.3	6.1%	-14.1%	-2.9%	-9.4%	1.7%	0.8%	-10.4%
Cc1ccc(C2C(C#N)=C(N)Oc3nc(-c4ccccc4)[nH]c32)o1 (configuration not stated)	0.6%	-34.0%	10.8%	1.5	-12.0%	-11.8%	2.7%	?	-2.7%	-4.9%	0.2%
CCOC(=O)c1sc(NC(=O)c2ccc(CC)s2)nc1C	23.3%	-24.0%	9.3%	·	65.4%	-2.4%	2.59µM*	?	0.0%	-2.9%	?
CC(C)CCN1C(=O)c2ccc(C(=O)NCc3ccccn3)cc2C1=O	-4.4%	·	1.9%	2.0	-2.2%	·	-1.0%	4.3%	0.0%	-6.4%	0.7%
Cc1sc(N/N=C/c2cc([N+](=O)[O-])ccc2O)nc1-c1ccccc1	-0.5%	0.282µM*	19.6%	1.5	-37.0%	0.708µM*	-7.5%	?	-0.5%	-1.7%	1.1%
C=CCn1c(SCC(C)=O)nnc1-c1cc(-c2ccccc2)sc1N	-6.6%	?	-5.5%	-0.9	-28.2%	?	-5.8%	25.9µM*	-1.3%	-0.5%	-1.6%
